# AddAB inh = less growth of phage-infected E. coli with AddAB | E. coli expressing H. pylori AddAB, absorbance growth | inhibition, % at 11.9 µM | actives 0.29% (n = 330,000); in the data active means inhibition above about 12%;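 further: 0% = vehicle wells of infected cells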
# PvdQ acylase = blocks Pseudomonas aeruginosa PvdQ acylase activity; purified PvdQ acylase, fluorescence plate reader; inhibition, % at 10 µM; actives 0.063% (n = 340,000); AID 488965; in the data active means inhibition above about 30%, passing the limit was not always enough;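 further: 0% = vehicle neutral wells and 100% = reference inhibitor wells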
# Ecoli viability = counter-screen for AddAB inhibitors: E. coli growth inhibition; E. coli V3065 growth, OD600 absorbance, 18 h; inhibition, % at 11.9 µM; actives 0.27% (n = 330,000); AID 449728;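 active means inhibition above the campaign's mean inhibition across all tested compounds plus 3 SD, cut at about 9.9% in these data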;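 further: uninfected addAB+ strain grown without phage in ampicillin broth; 0% = DMSO wells and 100% = ciprofloxacin 0.95 µg/ml wells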
# phage Ecoli inh = E. coli growth loss with phage present. actives 0.26% (n = 360,000). growth absorbance. inhibition, % at 11.9 µM; in the data active means inhibition above about 11%
# Tat export inh = inhibitors of E. coli Tat protein transport; E. coli MC4100 TorA-mCherry Tat export, fluorescence; inhibition, % at 10 µM; actives 0.036% (n = 340,000); AID 488895;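 active means mean replicate inhibition at least 50% and at least half of replicates individually reaching 50%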;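 further: exported cargo escapes ClpAP degradation while cytoplasmic cargo is degraded and loses fluorescence; 0% = median of neutral control wells and 100% = median of NaSCN control wells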
# Rtt109 HAT inh = inhibitors of Candida albicans Rtt109/Vps75 histone acetyltransferase; Q5AAJ8; purified Rtt109/Vps75, ThioGlo CoA-SH fluorescence, 4 h; inhibition, % at 34.9 µM; actives 0.16% (n = 330,000); AID 540336;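 active means inhibition of at least 50% in every replicate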
# Target sequence (Q5AAJ8 whole entry, looked up): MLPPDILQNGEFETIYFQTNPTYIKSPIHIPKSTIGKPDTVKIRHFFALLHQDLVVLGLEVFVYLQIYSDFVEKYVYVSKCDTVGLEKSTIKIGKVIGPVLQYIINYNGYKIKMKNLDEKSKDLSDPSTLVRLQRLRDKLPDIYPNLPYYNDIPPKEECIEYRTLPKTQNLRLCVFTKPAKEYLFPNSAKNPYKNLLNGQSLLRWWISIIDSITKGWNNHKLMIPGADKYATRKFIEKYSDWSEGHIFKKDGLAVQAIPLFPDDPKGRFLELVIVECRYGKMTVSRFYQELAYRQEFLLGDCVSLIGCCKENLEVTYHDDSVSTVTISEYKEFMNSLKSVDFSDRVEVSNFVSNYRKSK
# PfHsp90 set2 = reduces growth (ATP signal) of yeast expressing P. falciparum Hsp90 | S. cerevisiae expressing PfHsp90, BacTiter-Glo ATP, 48 h; yeast lacking PDR1 and PDR3 efflux regulators | inhibition, % at 9.4 µM | actives 0.32% (n = 310,000);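 active means every replicate shows inhibition above about 80%, whatever the replicate mean, limit read from the data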;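 further: 0% = DMSO neutral controls and 100% = 20 µM radicicol positive controls; yeast relying on Plasmodium falciparum Hsp90 in place of its own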
# Wnt act = activates Wnt/beta-catenin signaling in a reporter cell assay | activation, % at 9.35 µM | actives 1.2% (n = 300,000) | activator, plate reader; in the data active means activation above about 30%, passing the limit was not always enough;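 further: 0% = neutral control wells and 100% = positive control wells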
# DAGLB inh = blocks human DAGLB lipase activity. Q8NCG7. HEK293T DAGLB membrane lysate, EnzChek fluorogenic substrate. inhibition, % at 5.17 µM. actives 0.059% (n = 340,000). AID 504411; in the data active means inhibition above about 34%;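 further: 0% = enzyme with vehicle and 100% = wells lacking enzyme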
# CAL PDZ FP = human CAL PDZ-peptide interaction inhibition | actives 0.02% (n = 330,000) | inhibition, % at 20 µM | purified CAL PDZ, TMR-peptide fluorescence polarization, 1 h | Q9HD26;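 active means highest replicate inhibition of at least 40%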;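 further: plate controls were DMSO neutral control wells for no effect and unlabeled competitor peptide control wells for full effect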
#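 material = purified tagged CAL PDZ domain construct (CerCALP) | buffer or medium = sodium phosphate/NaCl buffer pH 7.4 with TCEP, IgG, Thesit | reagent = TMR-labelled reporter peptide T*-PRC34 bound in PDZ groove | incubation = 1 h room-temperature incubation prior to read | measured by = fluorescence polarization (mP) | evaluation = percent inhibition from loss of millipolarization | control set = unlabelled peptide and DMSO controls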
# An asterisk follows results filed as active; nt = no result given.
SMILES,AddAB inh,PvdQ acylase,Ecoli viability,phage Ecoli inh,Tat export inh,Rtt109 HAT inh,PfHsp90 set2,Wnt act,DAGLB inh,CAL PDZ FP
O=C1N(Cc2cccc(Cl)c2)C[C@@H]2C[C@@H](c3ccccn3)N3CCC[C@@]123,0.8,-15,-1.7,-0.5,-7,-5,-3,33*,1,-2.7
Cc1cc(C)cc(N(CCC#N)C(=O)CSc2n[nH]c(N)n2)c1,-0.2,9,1.3,2.7,-7,11,6,-3,0,-4.1
CN1CCN(C(N)=NC(=O)c2ccccc2)CC1,3.6,-11,0.5,1.5,-7,1,17,0,-1,-1.1
COC(=O)C1CCN(C(=O)COC(=O)C2CCN(S(=O)(=O)c3ccc(C)c(C)c3)CC2)CC1,-2.2,-10,-0.2,0.2,-13,0,-9,-1,-2,-1.9
CCc1ccccc1NC(=O)C1C2C=CC(O2)C1C(=O)O (stereo unspecified),5.2,-13,1.4,2.8,1,-2,1,-1,1,-0.3
S=c1[nH]c2cc(Br)cnc2[nH]1,0.4,2,3.0,4.0,-2,9,3,0,1,-0.1
O=C(CCC1CCCCC1=O)c1ccccc1 (stereo unspecified),-1.6,-8,0.2,2.2,-7,-10,13,nt,-2,nt
CSCCC(NC(=O)c1ccco1)C(=O)O (stereo unspecified),1.4,-20,0.0,2.4,4,2,2,nt,-1,0.8
COC(=O)c1ccc(CSc2ccccc2C)o1,-1.3,-5,1.4,3.7,-3,0,-8,nt,-5,-0.9
CC(C)(O)CC[C@@H](O)[C@](C)(O)C1CC[C@@]2(O)C3=CC(=O)[C@]4(O)C[C@@H](O)[C@@H](O)C[C@]4(C)C3CC[C@]12C (stereo partly specified),-0.4,-4,-0.5,-0.2,-2,-2,0,2,-3,-0.4
NNC(=O)CNC(c1ccccc1)c1cc(Br)ccc1NC(=O)c1cccc(Cl)c1 (stereo unspecified),-0.7,-20,-0.7,1.9,2,-12,11,0,0,-2.2
CCC1(C)Cc2c(sc3nn[nH]c(=O)c23)CO1 (stereo unspecified),1.9,1,-3.2,nt,-9,7,9,nt,0,-1.5
COC(=O)C1=C(C)N(c2ccc(F)c(Cl)c2)C(=O)C1,1.6,-15,0.9,1.5,2,7,nt,-6,2,0.2
COCCN1C(=O)N[C@@H](c2cccc(C(F)(F)F)c2)[C@@H](C(=O)OC)[C@H]1C,-0.5,14,-1.1,3.5,-7,-3,-13,-3,-4,-0.9
O=C(CN(C(=O)CSc1nc2ccccc2o1)c1ccccc1)NC1CCCCC1,-0.3,0,-0.2,1.4,-6,4,9,nt,-6,-0.6
Cc1cc(-c2ccc(C)c(S(=O)(=O)NCCCN3CCN(c4ccccc4F)CC3)c2)on1,-2.7,-14,-1.1,1.3,10,-5,-21,-5,-1,-4.6
CCn1c(Cc2ccc(OC)cc2)nnc1SCC(=O)Nc1ccc(N2CCOCC2)cc1,1.1,-10,0.4,1.8,9,-2,-2,0,-3,-1.2
Cc1cc(S(=O)(=O)N2CCCC2)c(C)s1,0.0,-11,-0.8,2.4,-7,6,0,nt,0,0.0
O=C1CCC([N+](=O)[O-])C(c2cccc([N+](=O)[O-])c2)N1 (stereo unspecified),1.9,-14,3.6,0.8,-6,-2,-22,-4,3,1.0
Cc1onc(-c2ccccc2)c1C(=O)Nc1cc(C(F)(F)F)ccc1N1CCOCC1,-1.4,-15,-1.3,3.2,10,10,22,-25,-7,-3.4
CCOC(=O)c1c(NC(=O)COC(=O)Cc2ccccc2[N+](=O)[O-])sc(C(=O)N(C)C)c1C,1.7,2,-0.6,1.3,7,-2,nt,-3,-2,-2.9
CC(C)CN(C)C(=O)CC1C(=O)NCCN1C (stereo unspecified),3.9,-1,-0.8,nt,1,-8,-15,nt,0,-2.5
CN(C)CCN1C(=O)C(=O)/C(=C(/O)c2ccc(OCc3ccccc3)cc2)C1c1ccncc1 (stereo unspecified),nt,-4,nt,5.2,11,-1,-16,-2,2,1.0
COc1cc(C2c3cc4c(cc3OC(NNC(N)=O)C2C)OCO4)cc(OC)c1OC (stereo unspecified),nt,17,nt,2.6,-4,13,5,-21,0,-0.7
CC1(C)Cc2c(cnn2-c2cccc(F)c2)C(NC(=O)CSc2ccncc2)C1 (stereo unspecified),2.6,-3,1.1,-0.7,-3,-9,-4,5,0,-3.1
C[C@@H]1C(=O)O[C@H]2CC34[C@H]5C[C@@H](C(C)(C)C)[C@]36[C@@H](OC(=O)[C@@H]6O)O[C@@]4(C(=O)O5)[C@]21O (stereo partly specified),-3.6,-10,-2.5,0.1,-11,1,11,-3,1,-1.3

# Reprinted at random: three compounds from above.
SMILES,AddAB inh,PvdQ acylase,Ecoli viability,phage Ecoli inh,Tat export inh,Rtt109 HAT inh,PfHsp90 set2,Wnt act,DAGLB inh,CAL PDZ FP
Cc1onc(-c2ccccc2)c1C(=O)Nc1cc(C(F)(F)F)ccc1N1CCOCC1,-1.4,-15,-1.3,3.2,10,10,22,-25,-7,-3.4
S=c1[nH]c2cc(Br)cnc2[nH]1,0.4,2,3.0,4.0,-2,9,3,0,1,-0.1
CCn1c(Cc2ccc(OC)cc2)nnc1SCC(=O)Nc1ccc(N2CCOCC2)cc1,1.1,-10,0.4,1.8,9,-2,-2,0,-3,-1.2

# As entered above.
# `COc1cc(C2c3cc4c(cc3OC(NNC(N)=O)C2C)OCO4)cc(OC)c1OC` (stereo unspecified) in Rtt109 HAT inh has 13
# `Cc1onc(-c2ccccc2)c1C(=O)Nc1cc(C(F)(F)F)ccc1N1CCOCC1` in Ecoli viability has -1.3
# `CN(C)CCN1C(=O)C(=O)/C(=C(/O)c2ccc(OCc3ccccc3)cc2)C1c1ccncc1` (stereo unspecified) in Tat export inh has 11
# `Cc1cc(-c2ccc(C)c(S(=O)(=O)NCCCN3CCN(c4ccccc4F)CC3)c2)on1` in Ecoli viability has -1.1
# `CC(C)CN(C)C(=O)CC1C(=O)NCCN1C` (stereo unspecified) in Ecoli viability has -0.8
# `CC1(C)Cc2c(cnn2-c2cccc(F)c2)C(NC(=O)CSc2ccncc2)C1` (stereo unspecified) in PfHsp90 set2 has -4

# Screens deposited in PubChem BioAssay by several laboratories.
